Screens as filed in PubChem.
POLB inh: qHTS Assay for Inhibitors of DNA Polymerase Beta; Potency, µM (series often up to 114 µM), without a hit: at the top dose activity change, negative = inhibition, most hits filed as inhibitors; 1.3% of 340,000 active; Pol beta primer extension/strand displacement, fluorescence kinetic; AID 485314, 2010; note: potency is the fitted concentration of half-maximal effect; % is set by controls: 0 for no effect and ±100 for the full control effect
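10 nM enzyme + cpd, 15 min RT; start with substrate 50 nM final; read 0 min and after 10 min RT. Corrected, normalized data; 4-parameter Hill curve fit.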
BLM helicase inh: qHTS Assay for Inhibitors of Bloom's syndrome helicase (BLM). recombinant BLM DNA unwinding, fluorescence dequenching. Potency, µM (titrated, usually from 56.1 µM), for the others: at the top dose activity change, negative = inhibition, actives largely listed as inhibitors. 0.2% of 350,000 active. AID 2528, 2010;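 note: potency is the fitted concentration of half-maximal effect; plate controls were vehicle for no effect and no enzyme for full effect; nearly all actives have a fitted effect of over 35% in size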
APE1 inh: qHTS Assay for Inhibitors of the Human Apurinic/apyrimidinic Endonuclease 1 (APE1); recombinant APE1, TAMRA/BHQ-2 abasic DNA cleavage fluorescence; AID 2517, 2012; 0.35% of 350,000 active; DNA repair nuclease/redox regulator APEX1 (Homo sapiens), P27695; Potency, µM (highest dose often 65.8 µM), inactives show at the top dose activity change, negative = inhibition, actives largely listed as inhibitors;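 note: potency is the fitted concentration of half-maximal effect; plate controls were vehicle for no effect and reference inhibitor for full effect; nearly all actives have a fitted effect of over 55% in size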
Target sequence (P27695 whole entry, looked up): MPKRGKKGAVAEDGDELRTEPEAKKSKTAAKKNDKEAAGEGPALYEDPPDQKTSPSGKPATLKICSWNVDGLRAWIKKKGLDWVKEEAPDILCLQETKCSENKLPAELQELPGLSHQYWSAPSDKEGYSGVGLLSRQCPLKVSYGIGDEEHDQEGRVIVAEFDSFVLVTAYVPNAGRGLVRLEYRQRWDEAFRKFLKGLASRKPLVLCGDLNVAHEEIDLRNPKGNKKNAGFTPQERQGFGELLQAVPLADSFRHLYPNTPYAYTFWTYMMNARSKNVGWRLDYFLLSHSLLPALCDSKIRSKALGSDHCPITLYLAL
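Compound pre-exposure to 0.75 nM APE1, 15 min at ambient temperature. Reaction initiated with 50 nM TAMRA/BHQ-2 THF substrate, read immediately in kinetic mode, 525 nm excitation, 598 nm emission.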
Pol eta inh: qHTS for Inhibitors of Polymerase Eta; DNA polymerase eta (Homo sapiens), Q9Y253; recombinant Pol eta, fluorescent DNA replication assay; Potency, µM (titrated, usually from 114 µM), for inactives: at the top dose activity change, negative = inhibition, most hits filed as inhibitors; 1.2% of 390,000 active; AID 588591, 2011; note: potency is the fitted concentration of half-maximal effect; % is set by controls: 0 for no effect and ±100 for the full control effect
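Pol eta (10 nM) was preincubated with compounds for 15 min at room temperature, after which fluorescent replication substrate (50 nM final) was added to start the reaction. Fluorescence was read kinetically at 0 and 10 min.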
RXFP1 antag: qHTS Assay for Antagonists of the Relaxin Receptor RXFP1 | HEK293-RXFP1, relaxin-stimulated cAMP HTRF, 30 min; hits give low values | 0.59% of 350,000 active | activity change, negative = inhibition, % at 57.5 µM | Relaxin receptor 1 (Homo sapiens), Q9HBX9;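 active = activity change of -60% or lower, but not beyond a set lower limit; inconclusive = change between -60% and -40%, or beyond the set limit; inactive = change above -40%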; note: % is set by controls: 0 for no effect and ±100 for the full control effect
Pol kappa inh: qHTS for Inhibitors of Polymerase Kappa; DNA polymerase kappa (Homo sapiens), Q9UBT6; purified Pol kappa, fluorescent DNA synthesis assay, 10 min; Potency, µM (series often up to 107 µM), inactives show at the top dose activity, negative = inhibition, most hits filed as inhibitors; 0.53% of 400,000 active; AID 588579, 2011; note: potency is the fitted concentration of half-maximal effect; % is set by controls: 0 for no effect and ±100 for the full control effect
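10 nM Pol kappa preincubated 15 min at room temperature with compounds, then reaction started with substrate at 50 nM final. Fluorescence read kinetically at 0 and 10 min; buffer-only wells served as negative control.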
Tb PGK inh: qHTS Assay to Find Inhibitors of Phosphoglycerate Kinase. PGK/GAPDH coupled, Kinase-Glo luminescence, 60 min. Potency, µM (top dose mostly 57.5 µM), for the others: at the top dose activity change, negative = inhibition, most hits filed as inhibitors. 0.043% of 380,000 active; note: potency is the fitted concentration of half-maximal effect; % is set by controls: 0 for no effect and ±100 for the full control effect; nearly all actives have a fitted effect of over 60% in size
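Recombinant glycosomal PGK reaction used 1,3-bisphosphoglycerate generated in-well by GAPDH (100nM final) in 100mM TEA pH 7.6, 5mM MgCl2, 0.01% Tween-20. After 60 minutes at room temperature, ATP was read by Kinase-Glo Plus luminescence end-point.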
POLI inh: qHTS for Inhibitors of Polymerase Iota. DNA polymerase iota (Homo sapiens), Q9UNA4. Pol iota fluorescent replication assay, 10 min. Potency, µM (titrated, usually from 115 µM), inactives show top-dose activity, negative = inhibition, most hits filed as inhibitors. 1% of 390,000 active. AID 588590, 2011; note: potency is the fitted concentration of half-maximal effect
Target sequence (Q9UNA4 whole entry, looked up): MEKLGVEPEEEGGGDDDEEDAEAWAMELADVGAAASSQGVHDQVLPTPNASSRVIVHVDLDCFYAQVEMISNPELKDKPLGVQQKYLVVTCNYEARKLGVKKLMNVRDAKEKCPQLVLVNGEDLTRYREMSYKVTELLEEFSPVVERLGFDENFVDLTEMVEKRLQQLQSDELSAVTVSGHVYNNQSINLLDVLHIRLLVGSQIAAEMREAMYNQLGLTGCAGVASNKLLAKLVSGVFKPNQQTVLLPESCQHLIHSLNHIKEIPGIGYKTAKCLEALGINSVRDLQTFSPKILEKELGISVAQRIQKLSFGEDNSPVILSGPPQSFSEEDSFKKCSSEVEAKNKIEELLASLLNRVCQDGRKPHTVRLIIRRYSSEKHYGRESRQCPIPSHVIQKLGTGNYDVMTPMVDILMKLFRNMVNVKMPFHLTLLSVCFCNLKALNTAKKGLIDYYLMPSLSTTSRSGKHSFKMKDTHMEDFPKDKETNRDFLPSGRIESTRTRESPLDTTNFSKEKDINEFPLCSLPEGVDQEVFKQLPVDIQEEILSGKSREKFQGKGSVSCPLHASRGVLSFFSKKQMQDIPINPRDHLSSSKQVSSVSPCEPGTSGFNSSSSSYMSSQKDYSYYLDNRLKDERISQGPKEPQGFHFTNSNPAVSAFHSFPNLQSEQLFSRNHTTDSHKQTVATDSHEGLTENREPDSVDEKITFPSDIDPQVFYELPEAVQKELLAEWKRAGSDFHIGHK
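Pol iota at 10 nM preincubated 15 min with compounds at room temperature; reaction started with fluorescent substrate, 50 nM final. Fluorescence read kinetically at 0 and 10 min; buffer-only wells as negative control.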
Apoferritin bind: qHTS Assay for Identification of Novel General Anesthetics; apoferritin/1-aminoanthracene competitive binding, fluorescence; 0.074% of 350,000 active; Potency, µM (series often up to 77.5 µM), without a hit: at the top dose activity change, negative = displacement, hits mostly inhibitors; note: potency is the fitted concentration of half-maximal effect; % is set by controls: 0 for no effect and ±100 for the full control effect; nearly all actives have a fitted effect of over 20% in size
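Horse-spleen apoferritin (10 uM) in 50% saturated 1-aminoanthracene in PBS was incubated 10 min at room temperature with compound. Fluorescence (ex 380, em 535 nm) was normalized to free and bound 1-AMA, with concentration-response fitted by a four-parameter Hill equation.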
* hit, by the source's call; i = inactive; u = inconclusive; x = not tested or not shown; [ ] = dose if it differs, or a comment. Unless noted, calls come from the whole dose curve; as a rule, active = well fitted curve in the direction sought with a large enough effect; inconclusive = small, poorly fitted or top-dose-only effect, or another doubt; inactive = no such curve, though single readings can be large; an effect the other way counts as inactive or inconclusive. These rows are one share of the data; rates above refer to the full screens.

SMILES | POLB inh | BLM helicase inh | APE1 inh | Pol eta inh | RXFP1 antag | Pol kappa inh | Tb PGK inh | POLI inh | Apoferritin bind
CCCCn1c(N)c(N(CC(C)C)C(=O)c2oc3ccc(OC)cc3c2C)c(=O)[nH]c1=O | x | x | 4% | u | -10 | -4% | i | 0% | x
CCOc1ccc(NCc2nnc(SCc3ccccc3Cl)n2-c2ccccc2)cc1 | 5% | -7% | -6% | -12% | -29 | -10% | 8% | 4% | 16%
NS(=O)(=O)c1ccc(NC(=O)CN2CCN(S(=O)(=O)/C=C/c3ccccc3)CC2)cc1 | u | -6% | -10% | u | -5 | -32% | -7% | -18% | -3%
COc1ccc(CCNC2CC(C)N(C)CC2C)cc1OC (stereo not given) | -28% | 1% | 3% | -14% | -20 | 1% | -5% | 33%[activator] | 10%
Cc1ccc(S(=O)(=O)N(C)Cc2ccc(C(=O)N/N=C3\CC(=O)CC(C)(C)C3)cc2)cc1 | 10% | 2% | -1% | -25% | -3 | -7% | -1% | 30% | -10%
CCOC(=O)CSc1nnc2c3ccccc3n(CC)c2n1 | 1% | 1% | 0% | -16% | 0 | -18% | -12% | 12% | -4%
Cc1ccc(S(=O)(=O)N(C)c2ccc(C(=O)Nc3cccnc3)cc2)cc1 | 0% | -2% | 19% | -19% | -24 | -4% | -4% | -16% | u
Cc1ccc(NC(=O)C2CCN(S(=O)(=O)c3ccc4c(c3)CCCN4C(=O)C3CCC3)CC2)cc1 | -2% | -5% | x | -11% | -10 | -10%[60.1 µM] | i | 0% | 90%[activator]
C=CCn1c(SC(C)C(=O)NC2(C#N)CCCCC2)nnc1-c1ccc(OC)cc1 (stereo not given) | -13% | 0% | 3% | 7% | -3 | -3% | i | 27% | -6%
Cc1nc2c(c(=O)n1CCC1=CCCCC1)c1nc3ccccc3nc1n2/N=C/c1ccco1 | 10µM* | -23% | u | u | -6 | u | -10% | u | u
CCc1nc(N)c(C#N)c(-c2ccc(O)c(OC)c2)c1C | 5% | -1% | 1% | 2% | -2 | -13% | 0% | 73%[activator] | -7%
CCCN(CC(=O)Nc1ccccc1C)C(=O)CC(NC(=O)c1ccccc1)c1ccccc1 (stereo not given) | x | x | 55% | -15% | -6 | -2% | -1% | 5% | x
Cc1ccc(C(=O)/C=C/c2ccc(-c3ccccc3[N+](=O)[O-])o2)cc1 | -1% | -20% | 1% | -12% | -6 | -8% | -4% | 47%[activator] | -6%
COCCNC(=O)c1ccc2c(=O)n(Cc3ccco3)c(SCC(=O)NC3CCCCC3)nc2c1 | 13% | -5% | 14% | -4% | 1 | -14% | 3% | 10% | -20%
CCN(CC(=O)Nc1ccc(NC(C)=O)cc1)C(=O)c1oc2c(ccc3ccccc32)c1C | x | x | 46% | -9% | -2 | 0% | 1% | 44%[activator] | x
Cc1ccc(S(=O)(=O)c2ccccc2)cc1S | u | -2% | 3% | x | x | x | x | x | -15%
O=C(O)CCN1C(=O)c2ccc(NC(=O)CSc3ccc(Cl)cc3)cc2C1=O | -8% | 0% | 7% | -18% | 2 | -1% | -6% | 33%[activator] | -10%
C[C@@H]1CC=C[C@H]2[C@H]1C(=O)N(Cc1ccccc1)[C@H]2c1ccc(F)c(Br)c1 | 7% | -7% | u | x | x | x | x | x | -3%
CCN(C(=O)COC(=O)CCC(=O)c1ccc(Cl)cc1)c1c(N)n(Cc2ccccc2)c(=O)[nH]c1=O | x | x | x | 3% | 2 | -13% | 0% | 10% | x
CCn1c(CSc2nc3ccccc3s2)nnc1SCC(=O)OC(C)(C)C | 76% | 2% | -3% | -8% | 19 | -9% | -5% | 14% | u
CN(C)CCCNc1nc(-c2ccccc2)c2c(c1C#N)CC(C)(C)OC2 | 37% | 4% | 20% | 13% | 9 | 1% | i | 44%[activator] | 1%
CCCc1nnc2n1N=C(c1ccc(C)cc1)CS2 | 27% | -5% | 67%[activator] | -19% | 0 | -1% | -6% | 15% | u
Cc1[nH]c(=O)[nH]c1C(=O)CCCCC(=O)O | 27% | -2% | -2% | -9% | 1 | -5% | -3% | 11% | -7%
CC(C)CN(C(=O)COC(=O)c1ccc([N+](=O)[O-])s1)c1c(N)n(Cc2ccccc2)c(=O)[nH]c1=O | x | x | 9% | 4% | -6 | -8% | -2% | -22% | x
COc1ccc(/C=C2\SC(=O)N(CCNC(=O)Cc3coc4cc(C)ccc34)C2=O)cc1OC | -6% | -11% | 6% | -13% | -3 | -4%[60.1 µM] | -8% | -2% | -14%
CC(=O)Nc1ccc(NC(=O)C(C)OC(=O)c2ccc3ccccc3n2)cc1 (stereo not given) | x | x | -8% | -19% | 0 | -5% | i | 20% | x
Cc1cc(Nc2cccc(Cl)c2C)n2nc(Cc3ccccc3)nc2n1 | 6% | 0% | x | -25% | x | -2% | i | 26% | u
Cn1c(COc2ccccc2)nnc1SCC(=O)Nc1ccc2c(c1)OCO2 | 41% | -1% | -6% | -17% | -17 | 5% | 5% | -7% | -16%
COc1cc(N)c(Cl)cc1C(=O)OCC(=O)NCc1cccs1 | x | x | 10% | -6% | -4 | -26% | 9% | 9% | x
Cc1ccc(NC(=S)NC(C)(C)C)c([N+](=O)[O-])c1 | 2% | -4% | -1% | -3% | -1 | -10% | -1% | 18% | u

Compounds listed so far that have a COOH group:
SMILES | POLB inh | BLM helicase inh | APE1 inh | Pol eta inh | RXFP1 antag | Pol kappa inh | Tb PGK inh | POLI inh | Apoferritin bind
O=C(O)CCN1C(=O)c2ccc(NC(=O)CSc3ccc(Cl)cc3)cc2C1=O | -8% | 0% | 7% | -18% | 2 | -1% | -6% | 33%[activator] | -10%
Cc1[nH]c(=O)[nH]c1C(=O)CCCCC(=O)O | 27% | -2% | -2% | -9% | 1 | -5% | -3% | 11% | -7%

(cont.)
SMILES | POLB inh | BLM helicase inh | APE1 inh | Pol eta inh | RXFP1 antag | Pol kappa inh | Tb PGK inh | POLI inh | Apoferritin bind
COc1ccccc1OCc1ccc(C(=O)NC2CCCCC2)o1 | 0% | -5% | 23% | -18% | -12 | 3% | i | 57%[activator] | -3%
CCCOc1ccc(S(=O)(=O)N2CCN(C)CC2)c2ccccc12 | 46% | -3% | -2% | -18% | -12 | 0% | 0% | 17% | 5%
Nc1ncc(N=Nc2cc(C(=O)O)ccc2Cl)s1 | u | -3% | 8.9µM* | 13µM* | 5 | 79µM* | -12% | 7.9µM* | 3%
CCNC(=S)NC1CC2CCCC(C1)N2CCc1ccccc1 (stereo not given) | u | -1% | 8% | -21% | -2 | -15% | -6% | 6% | -18%
CCOc1ccc2oc(=O)cc(CN3CCN(Cc4ccccc4)CC3)c2c1 | 3% | 0% | 37% | -21% | -7 | 4% | i | -1% | -12%
Cc1cccc(CCNC(=O)c2ccc3c(c2)nc2n3CCCCC2)c1 | 7% | -2% | x | -12% | -11 | -5%[60.1 µM] | -2% | -3% | -10%
CC(C)N1CCc2c(sc(NC(=S)NC(=O)c3ccccc3)c2C#N)C1 | -10% | u | 7% | -1% | 4 | -7% | -8% | 14% | 157%[activator]
COc1cccc(NC(=O)C2CCN(S(C)(=O)=O)CC2)c1 | 4% | 0% | 2% | -1% | -20 | -5%[60.1 µM] | -8% | 27% | 3%
Cc1ccc(S(=O)(=O)N2CCN(C(=O)CN3C(=O)NC(C)(c4ccc(Cl)cc4)C3=O)CC2)c(C)c1 (stereo not given) | x | x | 42% | -6% | 2 | -16% | 1% | -7% | x
COC(=O)c1cc(NC2c3ccccc3C(=O)N2c2cccnc2)cc(C(=O)OC)c1 (stereo not given) | 2% | 3% | -1% | -8% | 1 | -4% | -6% | 30% | -7%
Cc1ccc(S(=O)(=O)N(C)c2ccc(OCC(=O)Nc3nc(-c4ccccc4)cs3)cc2)cc1 | -2% | -1% | -3% | -1% | 22 | -9% | -5% | 4% | -8%
CCn1c(COc2ccc(C(C)C)cc2)nnc1SCC(=O)Nc1nccs1 | -24% | 2% | 4% | 1% | -2 | -13% | -8% | -9% | -17%
CCOc1ccc(S(=O)(=O)Nc2ccc(C(=O)N(C)CC(=O)Nc3ccc(OC)cc3)cc2)cc1 | x | x | -3% | -4% | 2 | -14% | -11% | 22% | x
Cc1ccc(OCC(=O)O/N=C(\N)c2cccc([N+](=O)[O-])c2)cc1C | -1% | -3% | 3% | -12% | -4 | -7% | -4% | -23% | -4%
Cc1nc2ccccc2c(=O)n1N | 2% | -4% | 2% | -8% | -10 | 4% | 3% | 2% | -1%
N#Cc1ccccc1S(=O)(=O)N1CCN(C(=O)[C@H](Cc2ccccc2)NC(=O)c2ccco2)CC1 | x | x | 4% | -5% | 3 | 4% | 4% | 31%[activator] | x
O=C(Nc1cc(C(F)(F)F)ccc1-n1cncn1)c1ccc([N+](=O)[O-])o1 | x | x | 8% | u | 9 | -19% | -3% | u | x
CCOc1ccc(C)cc1S(=O)(=O)NC1CCCCCC1 | -20% | -6% | 13% | -12% | 9 | -14% | -5% | 46%[activator] | -21%
CN(C)c1ccc(NC(=O)CSc2n[nH]c(-c3ccncc3)n2)cc1 | x | x | x | -13% | -6 | -4% | -7% | -12% | x
CCOc1ccccc1NC(=O)c1cc(C(=O)Nc2ccccc2OCC)cc(N2C(=O)CCC2=O)c1 | 0% | -12% | 4% | -19% | 2 | 6% | -8% | -12% | -9%
Cc1ccc2c(c1)Cc1c(nc(-c3ccc(Cl)cc3)nc1SCC(=O)N1CCCCC1)O2 | 13% | -2% | x | -4% | -8 | -34% | 11% | 13% | 4%
O=c1c2ccccc2nc(/C=C/c2ccc(Cl)cc2)n1CCO | 1% | 0% | 23% | -10% | 1 | 0% | -21% | 75%[activator] | -21%
Cc1ccccc1NC(=O)CC(=O)c1ccccc1 | 77% | -1% | 22% | -21% | 4 | 1% | -8% | 20% | -7%
C=CCn1c(SCC(=O)O)nnc1-c1cccc(Cl)c1 | -3% | 0% | 13% | -15% | -9 | -2% | i | u | 7%
